High-throughput results (PubChem)
Yfh1-off respiration = enhancers of respiration in Yfh1-depleted yeast, dose response, Friedreich's ataxia, plus single-dose screen (AID 1465) | fold induction at 50 µM; hits with a dose series show EC50 in µM | S. cerevisiae Yfh1-off respiration, WST-1 reduction, 72 h; higher fold induction means a stronger effect | 0.074% of 220,000 active;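 active = fold induction of absorbance versus untreated yeast above a set limit, then at least 30% activation at any dose in follow-up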;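 also: activators that raise dye reduction in frataxin-depleted yeast; strong numbers were not always called active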
NOD1 inhibition = NOD1 signaling inhibitors, primary screen, cell-based, luminescence, uHTS (AID 1578) | NOD1-driven NF-kB luciferase reporter cells, luminescence; higher % means a stronger effect | inhibition, % at 4 µM, or EC50 in µM where a hit was titrated | 1% of 290,000 active; in the data active = inhibition mostly above about 36%, no sharp cut-off; inactive = mostly below about 34%;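 also: HEK-293T reporter cells stimulated with the NOD1 agonist gamma-tri-DAP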
M17LAP inhibition = P. falciparum M17LAP inhibitors, primary screen, biochemical, fluorogenic H-Leu-NHMec substrate, 1536-well (AID 1619); recombinant M17LAP, H-Leu-NHMec fluorogenic kinetic assay; higher % means a stronger effect; inhibition, % at 30 µM; hits with a dose series show IC50 in µM; 0.38% of 220,000 active;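 active = compound inhibiting the enzyme by more than half at any dose during confirmatory dose-response retesting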;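 also: plate controls were full reaction with DMSO carrier for no effect and no enzyme background for full effect; strong numbers were not always called active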
Autophagy HCS = autophagy modulation, high-content screen; MEF GFP-LC3 puncta imaging; test concentration mostly 10 µM; 0.98% of 190,000 active; calls only at 10 µM (by protocol);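 active = percentage of spot-positive cells more than 3 SD above its plate mean, without a fluorescence outlier flag or 80% toxicity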;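 also: spot-positive cell cutoff set from DMSO-treated cells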
MT stabilizer = stabilizes microtubules in HeLa cells; HeLa tubulin immunostaining HCS, 24 h; share of cells brighter than vehicle mean+2SD; AID 2205; 0.83% of 200,000 active; % tubulin-high responders, % at 10 µM;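 active = plate Z-score above 3 for both tubulin-high and condensed-nucleus cell shares, with cell loss under 80%, at 10 µM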;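 also: anti alpha tubulin signal scored within the nucleus-defined area of each cell; some results filed as inactive read as strong as hits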
HEK293 NOD2/NF-kB = inhibition of NOD2-driven NF-kB reporter – cell-based, luminescence, uHTS, HEK293 (AID 1566) | HEK293 NOD2/NF-kB luciferase reporter, luminescence; higher % means a stronger effect | inhibition, % at 4 µM; hits with a dose series show EC50 in µM | 0.63% of 290,000 active; in the data active = inhibition above about 50%; also: many of its hits are not listed in these tables
Dynein cargo inh = dynein cargo transport inhibition. 3617.4 mouse cells, GR-EGFP nuclear translocation imaging; test concentration mostly 20 µM; stimulated with dexamethasone, 1 µM; stronger effect = lower value. z-score, hits read low. 0.47% of 220,000 active;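 active = plate z-score of nuclear minus cytoplasmic receptor signal below a set negative limit, without overly bright fluorescence or cell loss, cut at about -3.5 in these data, passing the limit was not always enough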;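 also: z-score of nuclear minus cytoplasmic ring GR-EGFP intensity difference per well; some compounds called inactive have numbers as strong as hits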
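Buffer or medium: tet-free, stripped-serum medium; reagent: dexamethasone at 1.0 µM final, 30 min; incubation: 48 h induction, 1 h compound, 30 min dex at 37 °C; measured by: formaldehyde fixation, Hoechst nuclear stain, 10x automated fluorescence imaging; read-out: nuclear-to-cytoplasmic GR-EGFP distribution per well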
Ins promoter up = MIN6 insulin promoter up-regulation | z-score at 5 µM | 0.3% of 190,000 active | MIN6 insulin promoter-GFP reporter, high-content imaging; stronger effect = higher value;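 active = z-score above 3 at 5 µM with at least 500 cells counted in the well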
b-catenin transl = beta-catenin nuclear translocation modulation. HeLa beta-catenin nuclear translocation, immunofluorescence imaging. 0.3% of 190,000 active. nuclear translocation activity, % at 5 µM;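 active = nuclear translocation activity above 50% at 5 µM, with a well cell count of 50 or more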;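 also: per-cell ratio of nuclear to cytoplasmic median beta-catenin stain intensity; plate controls were DMSO negative control for no effect and GSK-3 inhibitor IX positive control for full effect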
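test system = HeLa cells, endogenous beta-catenin | dosing = single 5 µM dose plus 0.02–20 µM confirmation series | times = compound treatment 24 h, 37°C, 5% CO2 | technique = beta-catenin immunofluorescence imaging with DAPI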
Dynein cargo inh cytoplasmic EGFP = recorded beside Dynein cargo inh, whose call it bears; z-score; measured here: cytoplasmic GR-EGFP intensity; stronger effect = higher value
Dynein cargo inh nuclear GR-EGFP = also measured in Dynein cargo inh; calls as there; z-score; measured here: nuclear GR-EGFP intensity;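 lower value marks the stronger effect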
Dynein cargo inh cell count = second read-out of Dynein cargo inh, no call of its own (marks repeat the call); z-score; measured here: cell count per field
Ins promoter up cell count = also measured in Ins promoter up; calls as there; cell count; measured here: cytotoxicity, nuclei count;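 total cells summed across four imaged fields per well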
b-catenin transl cell count 5 µM = also measured in b-catenin transl; calls as there; cell count; measured here: cell count, cytotoxicity flag
MT stabilizer Hoechst-high % = further read-out of MT stabilizer, marked with its call; % Hoechst-high responders; measured here: nuclear condensation Hoechst responders;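 share of cells brighter than vehicle mean plus two SD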
MT stabilizer cytotoxicity % = recorded beside MT stabilizer, whose call it bears; toxicity, %; measured here: cytotoxicity by cell density;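 0% = mean cell density of plate MIN control wells and 100% = no cells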
Autophagy HCS cell loss 18 h = second read-out of Autophagy HCS, no call of its own (marks repeat the call); toxicity, %; measured here: cell loss, nuclei count;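 cell loss after 18 h compound exposure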
Active calls of the source: *; i = inactive; x = no result given.

SMILES	Yfh1-off respiration	NOD1 inhibition	M17LAP inhibition	Autophagy HCS	Autophagy HCS cell loss 18 h	MT stabilizer	MT stabilizer Hoechst-high %	MT stabilizer cytotoxicity %	HEK293 NOD2/NF-kB	Dynein cargo inh	Dynein cargo inh cytoplasmic EGFP	Dynein cargo inh nuclear GR-EGFP	Dynein cargo inh cell count	Ins promoter up	Ins promoter up cell count	b-catenin transl	b-catenin transl cell count 5 µM
Cc1ccc(-n2c(C)cc(C=C3C(=O)CC(C)(C)CC3=O)c2C)cc1	i	2%	26%	i	3	3.7	3.6	4.3	6%	0.61	-0.14	-0.13	-0.49	0.07	1262	x	x
CC(C)C(=O)Nc1c2c(nc3ccccc13)N(C)CC2	i	17%	-10%	i	0	2.9	2.0	5.4	10%	-0.65	-0.21	-0.085	0.37	-0.85	1204	-4.2	957
CCN(CC)S(=O)(=O)c1ccc(OC)c(NC(=O)COc2ccccc2[N+](=O)[O-])c1	i	-17%	-4%	i	-21	4.7	1.9	7.7	-10%	0.11	-0.14	0.17	0.04	x	x	0.1	956
O=C(Cc1cccs1)N/N=C\c1ccc(O)cc1	i	-31%	3%	i	21	3.4	1.2	4.1	-8%	0.84	-0.22	0.86	-0.99	0.08	1297	-0.6	1099
CCCCNC(=O)COC(=O)c1cc2c(C)nn(-c3ccccc3)c2s1	i	-16%	-2%	i	-16	3.0	2.0	5.7	1%	-0.57	-0.16	-0.066	0.55	-1.3	1035	-1.0	1187
CCC(=O)NCCc1cc2ccc(C)c(C)c2[nH]c1=O	i	-19%	-6%	i	-9	1.8	2.0	1.6	9%	-0.1	-0.19	0.053	-0.18	-0.12	1540	-2.5	1168
COc1ccc(/C=N/NC(=O)CCC(=O)Nc2ccccc2)cc1OC	i	-9%	2%	i	4	2.1	2.1	2.5	11%	0.2	-0.22	0.37	-0.56	-0.03	1511	0.3	1100
CC(C)Oc1ccc(N2CC(C(=O)Nc3ccccc3F)CC2=O)cc1 (stereo not given)	i	x	8%	i	-17	3.6	2.0	5.7	4%	0.21	-0.2	0.48	-0.86	-0.55	1171	0.1	1061
O=C(N/C(=C/c1cccs1)c1nc2ccccc2[nH]1)c1ccccc1	i	13%	9%	i	-5	1.5	1.2	4.9	11%	-0.19	-0.22	-0.4	-0.037	-0.3	1690	0.5	1353
CC(=O)N1CCc2cc(S(=O)(=O)NC(Cc3ccccc3)C(=O)Nc3cc(C)ccn3)ccc21 (stereo not given)	i	1%	-1%	i	-7	2.1	0.9	8.6	-2%	0.13	-0.14	0.23	0.18	0.68	795	x	x
CN1CCC(N(C)CC(O)c2ccccc2)CC1 (stereo not given)	i	-36%	24%	i	-5	2.2	1.6	5.3	4%	-0.27	-0.2	-0.2	-0.32	-0.4	1434	-2.1	1069
Cc1cc(C)nc(SCC(=O)Nc2ccnc3ccccc23)n1	i	-3%	0%	i	6	2.7	2.5	7.1	50%*	0.21	-0.25	0.25	-0.26	-3.8	758	6.1	749
COc1ccc(CCN(C(=O)/C=C/C(=O)O)C2CC(=O)N(c3ccccc3)C2=O)cc1 (stereo not given)	i	-17%	x	i	-1	1.1	1.5	5.8	5%	-0.063	-0.16	0.48	0.23	-0.15	1434	-0.6	959
Cc1ccc(CC(=O)Nc2cccnc2)cc1	i	-28%	10%	i	32	4.4	0.9	8.5	-1%	-0.47	-0.34	-0.22	0.73	0.03	1567	-4.6	1094
COc1c(O)c(O)c2oc(-c3ccccc3)cc(=O)c2c1OC	i	-5%	18%	i	-16	4.1	1.3	7.1	22%	-0.95	-0.29	-0.44	1.1	0.27	1291	-0.9	1113
CCn1c(CNC(=O)c2ccccc2)nnc1SCC(=O)N1CCN(c2ccccc2)CC1	i	-31%	-5%	i	-17	2.6	1.4	3.4	6%	1	-0.17	1.1	0.25	x	x	3.8	432
CC1(C#CC[N+]2(C)CCCCC2)CCC2C(O1)c1ccccc1OC2(C)C (stereo not given)	i	-11%	-3%	i	-2	2.4	1.1	11	-2%	0.39	-0.26	-0.11	-0.023	x	x	x	x
C[C@@H](C(=O)N1CCN(C(=O)OC(C)(C)C)CC1)n1cc(CCC(=O)O)nn1	i	8%	4%	i	1	1.1	1.2	4.9	-26%	0.27	-0.28	0.47	-0.79	-0.08	1343	-0.1	1105
Cc1ccc(NC(=O)C2OCCc3ccccc32)cc1 (stereo not given)	i	11%	-10%	i	-10	4.1	1.7	14	-47%	1.9	-0.29	0.057	-0.13	0.25	1445	-0.2	996
O=C(Nc1cccc(C(F)(F)F)c1)C1CCCN(c2ncccn2)C1 (stereo not given)	i	-18%	-5%	i	-3	2.3	2.4	7.8	-9%	0.4	-0.12	0.37	-0.22	-0.74	1122	-5.7	1013

The closing 2 compounds of the part above open the next one.
SMILES	Yfh1-off respiration	NOD1 inhibition	M17LAP inhibition	Autophagy HCS	Autophagy HCS cell loss 18 h	MT stabilizer	MT stabilizer Hoechst-high %	MT stabilizer cytotoxicity %	HEK293 NOD2/NF-kB	Dynein cargo inh	Dynein cargo inh cytoplasmic EGFP	Dynein cargo inh nuclear GR-EGFP	Dynein cargo inh cell count	Ins promoter up	Ins promoter up cell count	b-catenin transl	b-catenin transl cell count 5 µM
Cc1ccc(NC(=O)C2OCCc3ccccc32)cc1 (stereo not given)	i	11%	-10%	i	-10	4.1	1.7	14	-47%	1.9	-0.29	0.057	-0.13	0.25	1445	-0.2	996
O=C(Nc1cccc(C(F)(F)F)c1)C1CCCN(c2ncccn2)C1 (stereo not given)	i	-18%	-5%	i	-3	2.3	2.4	7.8	-9%	0.4	-0.12	0.37	-0.22	-0.74	1122	-5.7	1013
CC(=O)c1ccc(Nc2cc(C)nc3ccccc23)cc1	i	-26%	10%	i	41	27*	25*	49*	1%	0.68	-0.015	0.62	-0.24	-0.32	1130	43	538
O=C(CNC(=O)COc1ccccc1)NCCc1ccccn1	i	-26%	-4%	i	1	0.9	1.6	6.6	10%	-0.45	-0.15	-0.44	1.1	0.3	1230	-0.9	1063
COc1ccc(-c2cn(-c3ccc(C)cc3)c(=O)n2CC(=O)Nc2ccc(OC)c(OC)c2)cc1	i	-38%	5%	i	-8	2.3	1.7	9.7	7%	-0.9	-0.28	-0.47	1.2	-0.85	929	2.4	1139
COc1ccc(CN2CCOCC2)c(C)c1C	i	-10%	-4%	i	-2	11	25	98	12%	-0.83	-0.29	-0.41	0.37	0.33	1230	x	x
O=C(NCC1CCCO1)C(=O)N/N=C/c1ccccc1C(=O)O (stereo not given)	i	-36%	10%	i	17	2.7	1.5	6.7	3%	-0.98	-0.35	-0.36	0.73	0.25	1423	0.7	1533
COC(=O)c1c(C)[nH]c(C(=O)OCC(=O)N2c3ccccc3NC(=O)C2(C)C)c1C	i	8%	11%	i	4	1.2	2.4	7.1	12%	0.8	-0.22	0.51	0.28	-0.83	756	-6.8	560
CCCCC(O)(CCCC)C(=O)NN(C(=O)OC)c1ccccc1	i	-17%	1%	i	8	4.3	1.7	2.0	-34%	-0.63	-0.24	-0.6	0.81	-0.3	1206	-2.9	544
CCc1cc2c(cc3c(=O)n(CC(=O)NCCCN(CC)CC)nc(CC)n32)s1	i	-47%	15%	i	4	1.4	1.5	12	12%	0.73	-0.14	0.47	-0.41	1.3	902	-0.1	1186
O=C1N(C2CCCC2)C[C@@H]2C[C@@H](c3cn[nH]c3-c3ccc(Cl)cc3)N3CCC[C@@]123	i	-29%	8%	i	-20	2.9	2.7	2.7	4%	0.13	-0.15	0.093	-0.13	-0.38	1557	3.8	981
CC(C)(C)c1ccc(C2(C)NC(=O)N(CC(=O)Nc3ccc4c(c3)OCO4)C2=O)cc1 (stereo not given)	i	-10%	-2%	i	-10	1.1	1.4	11	-38%	-0.11	-0.25	0.28	-0.28	0.71	782	x	x
Cc1ccc(C)c(S(=O)(=O)N2CCN(C(=O)Cn3c(C(F)(F)F)nc4ccccc43)CC2)c1	i	6%	-3%	i	-2	4.1	3.1	5.4	-9%	-0.56	-0.21	-0.3	0.62	-0.29	799	-2.6	1238
O=C(Nc1cc(C(F)(F)F)ccc1N1CCOCC1)c1ccc(Br)o1	i	23%	4%	i	-2	3.3	0.8	51	12%	-0.44	-0.11	0.045	-0.34	0.75	1158	2.8	1089
Cc1cc2nc(N)sc2cc1C	i	-4%	3%	i	-4	2.4	2.1	9.5	-68%	0.051	-0.26	0.27	0.0063	-0.65	1877	0.1	1059
CCOC(=O)c1c(N)sc(C(=O)N2CCCCC2)c1C	i	-16%	-4%	i	-9	3.9	2.2	5.1	12%	-0.21	-0.15	-0.39	-2.6	0	1175	-0.7	1127
CCC(=O)Nc1ccccc1C(=O)OC(c1ccccc1)c1ccccc1	i	-13%	18%	i	-7	1.7	4.3	11	6%	0.69	-0.27	0.45	-0.73	0.26	1433	0.9	1123

4 compounds already listed, sorted by the number in Dynein cargo inh, largest number first:
SMILES,NOD1 inhibition,M17LAP inhibition,MT stabilizer Hoechst-high %,HEK293 NOD2/NF-kB,Dynein cargo inh,Dynein cargo inh cytoplasmic EGFP,Dynein cargo inh nuclear GR-EGFP,Dynein cargo inh cell count
CCC(=O)Nc1ccccc1C(=O)OC(c1ccccc1)c1ccccc1,-13%,18%,4.3,6%,0.69,-0.27,0.45,-0.73
CC(C)(C)c1ccc(C2(C)NC(=O)N(CC(=O)Nc3ccc4c(c3)OCO4)C2=O)cc1 (stereo not given),-10%,-2%,1.4,-38%,-0.11,-0.25,0.28,-0.28
CCOC(=O)c1c(N)sc(C(=O)N2CCCCC2)c1C,-16%,-4%,2.2,12%,-0.21,-0.15,-0.39,-2.6
O=C(NCC1CCCO1)C(=O)N/N=C/c1ccccc1C(=O)O (stereo not given),-36%,10%,1.5,3%,-0.98,-0.35,-0.36,0.73

Only part of the results is shown. The share of hits here may be higher or lower than overall.
